# Screens: PubChem, several laboratories
# G6PDH CS = inhibits Leuconostoc G6PDH, flagging false hits in G6PDH-based assays | Purified L. mesenteroides G6PDH, diaphorase/resazurin coupled fluorescence, 45 min | inhibition, % at 5 µM | 0.12% of 200,000 active | AID 1020; in the data active means inhibition above about 50%
# Diaphorase inh = counter-screen for diaphorase-based assays: diaphorase inhibitors and chemical oxidizers | AID 1217 | inhibition, % at 20 µM | 0.69% of 190,000 active | diaphorase resazurin-to-resorufin fluorescence, NADH, 16 min; bacterial (C. kluyveri) enzyme, not human;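 active means primary screen inhibition at 20 µM above a set limit, cut at about 50% in these data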;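 further: plate controls were DMSO with full reaction for no effect and wells lacking NADH for full effect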
#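 System: Diaphorase enzyme from Clostridium kluyveri | Amount: Enzyme working solution with 0.14 U/mL diaphorase | Benchmarks: No-NADH positive control and DMSO neutral control | Signal: Fluorescence of resorufin formed from resazurin, Ex 544/Em 590 nm | Schedule: 16-min room-temperature incubation before reading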
# FLuc inh counter = counter-screen for luciferase assay inhibitors: firefly luciferase inhibition; ATPLite firefly luciferase biochemical luminescence, 10 min; inhibition, % at 10 µM; 1.5% of 200,000 active; AID 1006;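 active means inhibition above about 50% when tested at 10 µM, limit read from the data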
# FLuc act counter = affects firefly luciferase, flagging false hits in luciferase stimulation screens; ATPlite luciferase biochemical, luminescence, 10 min; 0 = ATP-free wells, 1 = DMSO control; activation factor at 10 µM; 200,000 tested, under 10 active; AID 1027;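 active means luciferase activation factor, scaled between plate controls, of at least 2 with compound at 10 µM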
#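 Material: luciferase plus luciferin reagent, cell-free. Medium: PBS buffer for ATP. Also added: ATP substrate, dispensed from a 10.24 µM working solution in PBS. Doses: test compounds dosed from 2 mM stocks in 100% DMSO. Incubation: 10 min post-reagent at room temperature. Technique: light output (luminescence). Read-out basis: luminescence gain marking luciferase activators.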
# APP 5'UTR act = APP 5'UTR luciferase reporter activation | 1% of 190,000 active | activation, % at 2 µM | SH-SY5Y APP 5'UTR luciferase reporter, luminescence; zero percent = DMSO vehicle wells;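 active means activation above a set limit, based on mean plus 3 SD of controls, cut at about 140% in these data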; further: values of inactives mirror those of a sister screen read the other way
# NF-kB neuron act = NF-kB expression increase, human neuronal cells | NF-kB reporter expression; stronger effect = higher value | fold change at 12.5 µM | AID 1239 | 1.6% of 190,000 active; in the data active means fold change above about 3.3
# TLR4-MyD88 BLA = TLR4-MyD88 interaction inhibition in cells; O00206+Q99836; AID 861; inhibition, % at 8.4 µM; HeLa CL3-4 TLR4/MyD88 BLA complementation, FRET ratio; 0.18% of 200,000 active; in the data active means inhibition above about 25%;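 further: 0% = vehicle and 100% = reference inhibitor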
# Target sequence (O00206 whole entry, looked up): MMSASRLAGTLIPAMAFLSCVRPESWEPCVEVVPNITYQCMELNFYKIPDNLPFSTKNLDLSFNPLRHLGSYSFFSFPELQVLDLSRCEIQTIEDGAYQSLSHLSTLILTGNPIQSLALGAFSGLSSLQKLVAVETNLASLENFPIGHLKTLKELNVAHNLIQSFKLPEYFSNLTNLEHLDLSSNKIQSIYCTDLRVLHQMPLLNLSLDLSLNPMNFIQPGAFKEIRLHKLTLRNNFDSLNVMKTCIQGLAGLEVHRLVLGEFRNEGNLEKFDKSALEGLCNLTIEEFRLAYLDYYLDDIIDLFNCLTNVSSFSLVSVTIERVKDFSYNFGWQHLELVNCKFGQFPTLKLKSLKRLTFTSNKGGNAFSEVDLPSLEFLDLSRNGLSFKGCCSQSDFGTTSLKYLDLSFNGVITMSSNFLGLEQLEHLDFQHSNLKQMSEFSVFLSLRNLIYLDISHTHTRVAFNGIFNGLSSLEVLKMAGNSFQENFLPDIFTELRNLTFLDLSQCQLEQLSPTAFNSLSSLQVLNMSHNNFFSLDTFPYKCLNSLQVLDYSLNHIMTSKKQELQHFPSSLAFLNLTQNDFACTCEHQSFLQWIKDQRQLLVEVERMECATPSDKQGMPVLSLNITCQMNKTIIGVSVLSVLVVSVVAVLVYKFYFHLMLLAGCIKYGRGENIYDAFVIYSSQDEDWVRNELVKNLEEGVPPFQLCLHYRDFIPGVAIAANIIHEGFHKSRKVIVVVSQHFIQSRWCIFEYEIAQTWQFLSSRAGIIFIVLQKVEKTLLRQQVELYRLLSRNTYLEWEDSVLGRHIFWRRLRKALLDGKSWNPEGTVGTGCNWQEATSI
# Target sequence (Q99836 whole entry, looked up): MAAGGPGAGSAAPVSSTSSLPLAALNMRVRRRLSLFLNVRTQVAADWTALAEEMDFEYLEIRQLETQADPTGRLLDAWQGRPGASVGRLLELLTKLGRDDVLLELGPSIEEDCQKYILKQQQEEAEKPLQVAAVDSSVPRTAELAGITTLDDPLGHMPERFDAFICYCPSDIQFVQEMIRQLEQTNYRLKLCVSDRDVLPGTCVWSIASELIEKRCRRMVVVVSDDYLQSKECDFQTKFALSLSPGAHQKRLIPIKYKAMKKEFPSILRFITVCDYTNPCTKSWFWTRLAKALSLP
# Diaph act CS = counter-screen for diaphorase-based assays: diaphorase activators and chemical reducers | Diaphorase/resazurin coupled assay, resorufin fluorescence, 16 min; stronger effect = higher value; 1 = vehicle wells, 0 = NADH-free wells | activation factor at 20 µM | 0.005% of 190,000 active | AID 1229;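 active means diaphorase activity raised at least twofold by the compound at 20 µM; inactive means activation factor below 2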
#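 System – purified diaphorase enzyme from Clostridium kluyveri · Input – enzyme 0.07 U/mL final · Also added – final NADH 0.114 mM, resazurin 0.1 mM · Measured by – fluorescence of resorufin, 544 nm excitation, 590 nm emission · Timing – 16 min enzyme reaction, ambient temperature · Measure – resorufin increase flagging diaphorase activators or reducers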
# APP transl inh = APP translation inhibition; SH-SY5Y APP 5'UTR-luciferase reporter, luminescence; inhibition, % at 2 µM; 0.82% of 190,000 active; AID 1285;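 active means inhibition above a set limit, derived from the sample mean plus 3 SD, cut at about 45% in these data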; further: values of inactives mirror those of a sister screen read the other way
# STAT1 activator = increases IFN-gamma driven STAT1 reporter signal | NIH 3T3 STAT1-luciferase reporter, luminescence; 100% = IFN-gamma alone, no compound | AID 932 | activation (% of control), % at 5.5 µM | 2.6% of 200,000 active;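 active means activation above the screen-wide mean activation plus 3 SD, cut at about 130% in these data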;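 further: raw ratio to IFN-gamma control signal so 100% means no change and 0% no light; values of inactives mirror those of a sister screen read the other way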
# The depositor's hits bear a star; . = no result given.
# Values run as follows: G6PDH CS	Diaphorase inh	FLuc inh counter	FLuc act counter	APP 5'UTR act	NF-kB neuron act	TLR4-MyD88 BLA	Diaph act CS	APP transl inh	STAT1 activator
O=C(CSc1nnnn1-c1ccc(Cl)cc1)N1CCc2ccccc2C1
    1	10	0	1	4	0.89	1	0.9	-4	97
CCOC(=O)c1c(CNc2ccncc2)n(C)c2cc(Br)c(O)cc12
    1	-7	-6	1.1	-24	0.92	-15	1.1	24	105
O=C(NCCc1ccc(F)cc1)c1n[nH]c2ccccc12
    3	15	14	0.9	30	1.7	-5	0.8	-30	126
Cc1cc(NC(=O)COC(=O)C2CCN(S(=O)(=O)c3cccc(Cl)c3Cl)CC2)no1
    7	23	-6	1.1	-6	1.1	3	0.8	6	96
c1ccc(CC2CCCNC2)cc1 (stereo not drawn)
    5	-11	-7	1.1	-15	1	-2	1.1	15	98
COc1cc(C=O)ccc1OCCOCCOc1ccc(Cl)cc1Cl
    .	.	.	.	-24	.	-1	.	24	97
COC(=O)c1c(N)sc(C(C)=O)c1C
    -4	5	-4	1	6	1.2	11	0.9	-6	106
Cc1ccc(S(=O)(=O)/N=C(\CSC(N)=O)Nc2ccccc2)cc1
    -1	15	-6	1.1	.	1.2	11	0.8	.	99
C/C(CC(=O)NCc1ccc(Cl)cc1)=N\NC(=O)Cc1ccccc1
    4	0	-5	1	26	0.99	-5	1	-26	102
O=C(O)c1c2c(nc3ccccc13)CCCCC2
    7	-10	-4	1	7	1	0	1.1	-7	107
C/C(NCCN1CCOCC1)=C(\C#N)C(N)=O
    2	25	-6	1.1	12	1.2	-5	0.7	-12	97
c1cc2ccc3ccc(CN4CCOCC4)c4ccc(c1)c2c34
    4	12	-7	1.1	17	1.2	2	0.9	-17	116
CCOC(=O)C1(CCCc2ccccc2)CCN(C(=O)CCn2cncn2)CC1
    12	22	-3	1	16	0.71	-4	0.8	-16	108
Cc1ccc(C(=O)NNC(=O)OC(C)(C)C)c(Cl)c1
    2	14	-5	1.1	12	1.5	7	0.9	-12	108
COc1cc(CC(=O)NCCc2ccc(S(N)(=O)=O)cc2)cc(OC)c1OC
    1	14	-5	1	7	1.1	-3	0.9	-7	93
Fc1ccc2[nH]c3c(Cl)ncnc3c2c1
    8	20	-2	1	0	1.1	-1	0.8	0	106
CC(=O)Nc1ccc(SCC(=O)Nc2cc(C)on2)cc1
    -1	-1	-2	1	12	0.95	3	1	-12	97
N#CCCn1nc(-c2ccccc2)cc1Nc1ccccc1NC(=O)c1cccs1
    2	15	1	1	27	2	8	0.8	-27	97
Cc1cc(=O)n2nc(N3CCC(C(=O)NCc4cccnc4)CC3)sc2n1
    5	3	-5	1	24	1.1	6	1	-24	101
COc1ccc(Cl)cc1N1C(=O)C2CCCN2C1c1sccc1C (stereo not drawn)
    14	15	-1	1	14	1.1	3	0.9	-14	101
COc1ccc2c(C)c(C(=O)O)oc2c1
    2	8	-2	1	-11	1	13	0.9	11	104
CC(C)Oc1cccc(C(=O)C2CCCN(Cc3cnc(N4CCCC4)s3)C2)c1 (stereo not drawn)
    15	14	-5	1.1	5	0.91	5	0.9	-5	96
Nn1c(SCc2ccccn2)nncc1=O
    2	2	-5	1.1	-3	0.93	1	1	3	105
COc1ccc(CCNC(=O)c2c(C)nc3ccccn23)cc1OC
    12	11	-4	1	-10	1.4	-14	0.9	10	99
COc1ccc(N2C(N)=NC(N)=NC2(C)C)cc1
    6	-12	-1	1	-8	3.9*	5	1.1	8	103
COC(=O)c1c(C)oc(C)c(C(=O)OC)c1=O
    8	-1	-1	1	10	1.1	-14	1	-10	99
COc1cc2c(cc1NC(=O)CSc1nccn1C)oc1ccccc12
    11	32	-3	1	15	1.6	11	0.7	-15	108
Cc1csc(=O)n1CC(=O)OCc1cccc2ccccc12
    8	12	13	0.9	-11	1.7	-15	0.9	10	104
COc1ccc(-c2cc(C(=O)OCC(=O)NC(C)C)c3ccccc3n2)cc1
    -4	-1	14	0.9	1	1.5	-8	1	-1	92
Cc1cc2c(cc1C)N(CC(=O)N1CCCC1)C(=O)CC(c1ccccc1)=N2
    1	-6	4	1	12	1.4	0	1.1	-12	116

# One compound at a time, as listed above. Order of values: G6PDH CS, Diaphorase inh, FLuc inh counter, FLuc act counter, APP 5'UTR act, NF-kB neuron act, TLR4-MyD88 BLA, Diaph act CS, APP transl inh, STAT1 activator
# COc1ccc(N2C(N)=NC(N)=NC2(C)C)cc1 as listed: 6, -12, -1, 1, -8, 3.9*, 5, 1.1, 8, 103
# Cc1csc(=O)n1CC(=O)OCc1cccc2ccccc12 as listed: 8, 12, 13, 0.9, -11, 1.7, -15, 0.9, 10, 104
# COc1ccc2c(C)c(C(=O)O)oc2c1 as listed: 2, 8, -2, 1, -11, 1, 13, 0.9, 11, 104

# Next records:
# Values run as follows: G6PDH CS	Diaphorase inh	FLuc inh counter	FLuc act counter	APP 5'UTR act	NF-kB neuron act	TLR4-MyD88 BLA	Diaph act CS	APP transl inh	STAT1 activator
BrC(/C=N/Nc1nc(N2CCOCC2)nc(N2CCOCC2)n1)=C/c1ccccc1
    10	16	1	1	-26	0.55	18	0.8	26	85
NC(=O)CSc1nc2ccccc2nc1SCC(N)=O
    2	6	-8	1.1	-11	0.96	0	0.9	11	90
O=C1NC(=S)S/C1=C\c1coc2ccccc2c1=O
    2	39	6	0.9	-11	1.3	0	0.6	11	94
CC1C/C=C/C=C/C=C/C=C/C(O[C@@H]2O[C@H](C)[C@@H](O)[C@H](N)[C@@H]2O)CC2OC(O)(CC(O)CC3OC3/C=C/C(=O)O1)CC(O)C2C(=O)O (stereo partly drawn)
    13	15	-4	1	-4	1.1	-5	0.8	4	107
O=C1c2cccnc2C(=O)N1Cc1ccccc1
    -3	6	-3	1	9	0.92	-3	0.9	-9	110
COC(=O)Cc1[nH]nc2c1C1(CCSCC1)C(C#N)=C(N)O2
    -3	11	-3	1	-1	1.2	14	0.9	1	110
COCCCNC(=O)c1ccc(Cn2c(=O)c3ccccc3n(Cc3ccc(C)cc3)c2=O)cc1
    2	4	-2	1	-5	0.96	2	1	6	95
CCCN1CNC(=S)N(CCc2ccccc2)C1
    1	22	-8	1.1	0	1.2	-9	0.8	0	96
CC(Sc1ccsc1[N+](=O)[O-])C(=O)NCc1ccco1 (stereo not drawn)
    -2	10	-1	1	-31	1.4	-2	0.9	31	90
O=C(NC1CCCCC1)C(c1ccc2ncccc2c1)N(Cc1ccco1)C(=O)c1ccc2c(c1)OCCO2 (stereo not drawn)
    13	16	-7	1.1	-12	0.4	-6	0.8	12	81
c1ccc(-n2c(SCc3ccncc3)nnc2-c2ccco2)cc1
    5	8	1	1	5	1.1	11	0.9	-5	107
O=C(CSc1nc2c(c(=O)n1-c1ccc(F)cc1)SCC2)NCc1ccco1
    2	19	-5	1	-5	1.1	9	0.8	4	92
O=C(CN(C(=O)CCNC(=O)c1ccco1)c1ccccc1)NC1CCCC1
    4	8	-4	1	1	1.1	-7	0.9	-1	101
CCC(=O)N1C(=O)CCN(C(C)=O)c2ccccc21
    12	2	-1	1	15	1.1	3	1	-15	89
O=C(O)c1cn(C2CC2)c2cc(N3CCOCC3)c(F)cc2c1=O
    .	.	.	.	-7	.	-2	.	7	97
O=C1CC(c2nc3ccccc3[nH]2)CN1c1ccccc1 (stereo not drawn)
    -4	1	-5	1	2	1.2	-3	1	-2	100
Cc1cc(C)c2nc(Cl)c(C3NC(=O)c4ccccc4N3)cc2c1 (stereo not drawn)
    3	10	-9	1.1	11	1	4	0.9	-11	98
CCOC(=O)N1CCN(C(=O)c2ccc3c(=O)n(CCC4=CCCCC4)c(=S)[nH]c3c2)CC1
    -2	15	-4	1	-9	1	-3	0.9	9	98
CCn1nnnc1-c1ccc(OC)c(S(=O)(=O)Nc2ccc(C(=O)OC)cc2)c1
    3	10	-11	1.1	0	1.1	-6	0.9	0	99
Cc1cc(CNCc2cn(C)nc2-c2ccc(Oc3ccccc3)cc2)on1
    15	42	-9	1.1	14	0.75	-4	0.6	-14	93
CS(=O)(=O)c1ccccc1C(=O)NC1CCCc2ccccc21 (stereo not drawn)
    1	8	-4	1	24	1.1	6	0.9	-24	102
COc1ccccc1Nc1ncc(C(=O)N2CCC(C(N)=O)CC2)c2ccccc12
    -17	6	-6	1.1	3	1.6	-3	0.9	-3	95
CCOC(=O)n1c(SCC(=O)N(CC)CC)nc2ccccc21
    -10	14	-5	1	-9	1.1	-13	0.9	9	92
O=C(O)c1cc(-c2ccco2)[nH]n1
    9	22	1	1	2	1.2	-7	0.8	-2	100
CCOC(=O)c1cccc(P(C)(C)=O)c1
    -3	8	-5	1.1	-6	1.1	-9	0.9	6	97
COc1ccc(N2CCC(CNC(=S)Nc3cccc(C)c3)C2)cc1 (stereo not drawn)
    -19	0	-8	1.1	-12	1.1	2	1	12	96
O=c1ccc(NS(=O)(=O)c2ccccc2Cl)cn1Cc1ccc(Cl)c(Cl)c1
    8	13	-4	1	11	1.1	-5	0.9	-11	101
CCn1c(C)cc(/C=C2/NC(=O)N(Cc3ccccc3F)C2=O)c1C
    -3	10	-3	1	-10	1.2	-11	0.9	10	92
O=C(Nc1ccccc1)C1Cc2ccccc2CN1C(=O)c1ccco1 (stereo not drawn)
    13	12	-7	1.1	117	0.97	-5	0.9	-117	130*
Cc1cc(NC(=O)c2cc(-c3ccccc3)on2)no1
    4	-6	-4	1	-6	1.8	-15	1.1	6	102
COc1cc(C(=O)NNC(=S)NC(=O)c2ccc(Cl)cc2)cc(OC)c1OC
    5	61*	5	1	0	0.58	-7	0.4	0	99
O=C(Nc1nnc(-c2ccccc2)o1)c1cccc(N2C(=O)CCC2=O)c1
    15	12	1	1	3	0.87	-6	0.9	-3	100
CSc1ncccc1C(=O)Nc1nc2ccc(F)cc2s1
    6	11	8	0.9	52	0.78	-18	0.9	-52	123
CCC(C)OC(=O)C1=C(C)O[C@]23OC(N)=C(C#N)[C@]12C(=O)c1ccccc13 (stereo partly drawn)
    11	24	-1	1	5	0.98	13	0.8	-5	91
CC(=O)Nc1ccc(NC(=O)CCC(=O)OCC(=O)c2ccc(C)c([N+](=O)[O-])c2)cc1
    13	1	-1	1	2	1.2	8	1	-2	96
CC(C)CCNC(=O)C1CCCN(S(=O)(=O)c2ccc(F)cc2)C1 (stereo not drawn)
    3	13	-10	1.1	18	1	6	0.9	-18	97
CC(=O)c1ccc(NC(=S)NCCCN2CCOCC2)cc1
    4	15	-4	1	3	1.2	-4	0.8	-3	98
Cc1cc(C(=O)CSc2nn3c(=O)c(C(C)(C)C)nnc3s2)c(C)n1-c1ccc(F)cc1
    5	18	-5	1	1	0.98	-1	0.8	-1	106
CCn1ncc([N+](=O)[O-])c1C(=O)n1nc(C)cc1C
    1	14	-5	1.1	-9	1.2	2	0.9	9	97
